CAL PDZ FP-1: CAL PDZ (human) peptide binding inhibition; inhibition, % at 24.9 µM; AID 602252; Q9HD26; purified CAL PDZ, TMR-peptide fluorescence polarization, 1 h; actives 0.92% (n = 300,000);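 active = mean inhibition of at least 30% with at least half of replicates also reaching 30%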;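 also: 0% = DMSO neutral control and 100% = excess unlabeled competitor peptide PRC23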
DAGLB inh: diacylglycerol lipase beta (human) inhibition | Q8NCG7 | HEK293T DAGLB membrane lysate, EnzChek fluorogenic substrate | inhibition, % at 5.17 µM | actives 0.059% (n = 340,000); in the data active = inhibition above about 34%;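 also: 0% = enzyme with vehicle and 100% = wells lacking enzyme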
RTF Ca sens inh: cardiac RTF calcium desensitization. P19429+P45379. IANBD-labeled cardiac RTF, Ca2+ fluorescence. inhibition, % at 7.15 µM. actives 0.12% (n = 340,000). AID 493244;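 active = inhibition above the mean inhibition of all tested compounds plus 3 SD, cut at about 17% in these data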;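 also: assay run at fixed EC70 calcium of 1.6 mM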
Keap1-Nrf2 PPI: disrupts human Keap1 binding to Nrf2 peptide | Q14145 | inhibition, % at 9.4 µM | AID 504523 | actives 0.15% (n = 340,000) | Keap1 Kelch-Nrf2 peptide fluorescence polarization, 1536-well; in the data active = inhibition above about 12%;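 also: human Keap1 Kelch domain with fluorescein labeled Nrf2 9mer peptide probe; 0% = neutral control wells and 100% = peptide positive control; higher means more block of Keap1 binding to Nrf2 peptide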
Arrestin-AP2 inh: blocks beta-arrestin peptide binding to AP2 adaptin; inhibition, % at 10 µM; FITC-arrestin peptide / GST-AP2 beads, flow cytometry; AP2 beta2 appendage carries R879A mutation; actives 0.31% (n = 340,000);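 active = inhibition above a set limit, near 3 SD of compounds lacking own fluorescence, cut at about 54% in these data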;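 also: plate controls were DMSO wells for no effect and 5 µM unlabelled arrestin peptide for full effect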
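Material – GST-tagged AP2 beta2-adaptin appendage (R879A) on 4 µm glutathione beads · Probe or stimulus – fluorescein-tagged arrestin peptide at 50 nM final · Timing – 12 min plus 1 h, RT · Detection – bead flow cytometry, FITC channel · Read-out basis – inhibition as reduced fluorescein signal on beads, percent · Medium – PBS plus Tween 20 (0.05%) and BSA (0.1%)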
CAL PDZ FP-2: human CAL PDZ-peptide interaction inhibition. inhibition, % at 20 µM. AID 504414. actives 0.02% (n = 330,000). Q9HD26. purified CAL PDZ, TMR-peptide fluorescence polarization, 1 h;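 active = highest replicate inhibition of at least 40%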;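 also: plate controls were DMSO neutral control wells for no effect and unlabeled competitor peptide control wells for full effect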
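Test system: tagged CAL PDZ domain / Buffer or medium: sodium phosphate/NaCl buffer pH 7.4 with TCEP, IgG, Thesit / Reagent: TMR-labelled reporter peptide T*-PRC34 bound in PDZ groove / Compound dosing: single point, 20 µM / Schedule: 1 h incubation at room temperature before polarization reading / Technique: fluorescence polarization (mP) / Benchmarks: unlabelled peptide, DMSO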
LANA DNA inh: blocks KSHV LANA C-terminal domain binding to DNA. MBP-C-LANA/FAM-LBS DNA binding, fluorescence polarization. inhibition, % at 9 µM. actives 0.078% (n = 340,000). AID 504423;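 active = highest replicate inhibition at or above 60% at 9 µM, even if other replicates fall short; inactive = all replicates below 60% inhibition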;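 also: 0% = neutral control wells and 100% = 4 µM acridine orange control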
NSD2 HMT inh: inhibitors of human histone methyltransferase NSD2; AID 743445; O96028; inhibition, % at 12.5 µM; NSD2 peptide methylation, AlphaScreen, 120 min; actives 0.54% (n = 310,000); in the data active = inhibition above about 50%
Target sequence (O96028 whole entry, looked up): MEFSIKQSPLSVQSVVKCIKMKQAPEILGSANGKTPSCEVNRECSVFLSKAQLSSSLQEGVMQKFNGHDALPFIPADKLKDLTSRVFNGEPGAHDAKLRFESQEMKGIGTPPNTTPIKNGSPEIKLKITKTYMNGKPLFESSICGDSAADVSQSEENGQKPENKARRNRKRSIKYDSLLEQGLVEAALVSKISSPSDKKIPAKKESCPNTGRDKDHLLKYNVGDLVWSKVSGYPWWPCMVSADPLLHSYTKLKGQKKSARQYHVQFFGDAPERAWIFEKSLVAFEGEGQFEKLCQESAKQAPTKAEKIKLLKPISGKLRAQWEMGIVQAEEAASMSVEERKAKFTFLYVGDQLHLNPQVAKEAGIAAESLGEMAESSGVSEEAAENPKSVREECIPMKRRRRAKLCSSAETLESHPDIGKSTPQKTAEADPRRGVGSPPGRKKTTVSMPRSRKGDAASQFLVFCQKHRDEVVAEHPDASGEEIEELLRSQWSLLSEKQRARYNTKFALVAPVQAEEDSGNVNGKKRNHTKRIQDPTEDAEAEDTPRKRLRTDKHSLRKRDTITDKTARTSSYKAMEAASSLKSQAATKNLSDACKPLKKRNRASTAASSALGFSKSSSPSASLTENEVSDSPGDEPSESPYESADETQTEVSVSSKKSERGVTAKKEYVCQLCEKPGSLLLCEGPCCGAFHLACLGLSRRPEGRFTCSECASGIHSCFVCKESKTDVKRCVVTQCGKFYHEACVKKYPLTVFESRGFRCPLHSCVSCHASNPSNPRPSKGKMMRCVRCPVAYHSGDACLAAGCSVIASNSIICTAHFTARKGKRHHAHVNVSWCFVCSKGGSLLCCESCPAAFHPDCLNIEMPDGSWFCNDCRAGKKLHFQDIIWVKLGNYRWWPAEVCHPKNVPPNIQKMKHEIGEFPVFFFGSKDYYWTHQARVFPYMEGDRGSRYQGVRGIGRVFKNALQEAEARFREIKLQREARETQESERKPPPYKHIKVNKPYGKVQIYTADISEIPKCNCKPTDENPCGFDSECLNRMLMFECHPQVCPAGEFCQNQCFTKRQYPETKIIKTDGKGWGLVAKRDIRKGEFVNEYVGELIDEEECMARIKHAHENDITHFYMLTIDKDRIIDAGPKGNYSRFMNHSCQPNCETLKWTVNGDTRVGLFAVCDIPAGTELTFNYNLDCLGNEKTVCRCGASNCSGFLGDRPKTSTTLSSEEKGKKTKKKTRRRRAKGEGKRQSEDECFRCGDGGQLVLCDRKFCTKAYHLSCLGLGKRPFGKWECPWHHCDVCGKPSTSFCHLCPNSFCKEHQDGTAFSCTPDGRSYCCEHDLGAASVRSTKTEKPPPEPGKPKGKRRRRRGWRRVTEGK
Pemphigus Ab inh: inhibitors of pemphigus antibody binding to human desmoglein-3. actives 0.48% (n = 310,000). P32926. DSG3-coupled beads, scFv-anti-DSG3-GFP binding, flow cytometry; hits give low values. binding (percent of control), % at 10 µM. AID 588358;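 active = binding more than 3 SD below its plate's average and above zero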;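 also: hits lower antibody fragment binding to DSG3; some compounds called inactive have numbers as strong as hits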
V-ATPase pH: yeast V-ATPase proton transport regulation by pHLuorin | S. cerevisiae, pHLuorin cytosolic pH fluorescence | actives 0.37% (n = 350,000) | response, % at 10 µM; in the data active = response mostly above about 7.3%, no sharp cut-off; inactive = mostly below about 5.4%; also: actives read high; inactives centre near 0; some compounds called inactive have numbers as strong as hits
An asterisk follows results filed as active; . = no result given. This is a subset, so the mix of outcomes need not match the whole.

1. CN(C)S(=O)(=O)c1ccc(Cl)c(C(=O)OCC(=O)NC(=O)NC2CCCC2)c1
2. CCCn1c(C(C)Nc2nc(C)cs2)nc2cc(Cl)c(Cl)cc21 (configuration not stated)
3. CN(C)S(=O)(=O)N(CC(=O)Nc1ccc(S(=O)(=O)N2CCCC2)cc1)c1ccccc1
4. CCO/C=C1/C(=O)N(c2ccccc2OC)C(=O)c2ccccc21
5. COc1cc(C(=O)O[C@H]2C/C(C)=C/CC[C@]3(C)O[C@@H]3C(O)C2C(C)C)cc(OC)c1OC (some centres not stated)
6. COCCN(CC(=O)Oc1ccccc1P(=O)(OC)OC)Cc1ccccc1
7. COc1ccc(Cc2noc(CN(C)C3CC(C)(C)NC(C)(C)C3)n2)cc1OC
8. CC(=O)c1ccc(NC(=O)C2CC(=O)Nc3nc4ccccc4n32)cc1 (configuration not stated)
Compound	1	2	3	4	5	6	7	8
CAL PDZ FP-1	-2	-6	-1	-2	-6	.	-4	1
DAGLB inh	2	2	-1	1	-3	.	1	0
RTF Ca sens inh	2	-6	0	-2	0	.	2	-2
Keap1-Nrf2 PPI	-5	-1	-2	-1	-1	.	-2	-5
Arrestin-AP2 inh	-5	-2	-10	-3	9	3	5	-15
CAL PDZ FP-2	-0.5	0.4	-2.8	-1.2	-1.3	.	-2.1	-2.8
LANA DNA inh	-0.4	1.1	1.8	-1.8	-2.4	.	0.7	-0.1
NSD2 HMT inh	1	.	0	3	8	0	-5	0
Pemphigus Ab inh	107	99	103	119	96	95	100	97
V-ATPase pH	5	-2	1	-2	-4	2	4	1

9. COc1cc(CC(=O)OCC(=O)NC2CCCCC2)cc(OC)c1OC
10. CCC(=O)c1ccc(OCC(=O)OCC(=O)N2CCN(c3ccc(OC)cc3)CC2)cc1
11. Cc1sc(NC(=O)c2ccco2)c(CN2CCC(C)CC2)c1C
12. Cc1ccc(C2CC2C(=O)NNC(=S)Nc2cccc(Cl)c2)cc1 (configuration not stated)
13. c1ccc2c(c1)Nc1cc3ccccc3cc1O2
14. COc1ccccc1C(=O)COC(=O)c1cc(S(=O)(=O)N2CCCCC2)ccc1N1CCOCC1
15. CCOc1ccccc1/C=C/c1cc(C(=O)O)c2ccccc2n1
16. COc1ccc(C)cc1NC(=O)CN(C)S(=O)(=O)c1ccc2c(c1)CC(C)N2C(C)=O (configuration not stated)
Compound	9	10	11	12	13	14	15	16
CAL PDZ FP-1	-13	-5	-10	-4	0	.	8	-1
DAGLB inh	-2	-2	-6	4	3	1	0	3
RTF Ca sens inh	0	-20	8	-3	3	-9	-9	-5
Keap1-Nrf2 PPI	2	3	-4	1	-3	-2	-6	0
Arrestin-AP2 inh	-18	-23	10	4	11	-6	-9	28
CAL PDZ FP-2	-3.0	-1.0	-0.1	-0.3	0.0	-1.4	-0.9	-0.3
LANA DNA inh	2.9	2.1	0.0	-0.3	0.0	-0.3	-1.7	-1.2
NSD2 HMT inh	-2	-2	2	4	0	0	2	0
Pemphigus Ab inh	99	97	.	100	96	101	102	.
V-ATPase pH	-5	8	2	1	1	-2	-1	0

17. Cc1cc(OCC(=O)Nc2ccc(S(=O)(=O)N3CCN(C)CC3)cc2)ccc1Br
18. OC(COc1c(Cl)cc(Cl)cc1Cl)CN1CCCCC1 (configuration not stated)
19. Cc1ccsc1/C=C/c1n[nH]c(=O)c(C#N)c1C
20. Cc1cccc(NC(=O)c2sc3nc(-c4ccccc4)cn3c2C)n1
21. O=C(CCn1c(=O)oc2ccccc21)N1CCN(c2ccccc2F)CC1
22. Cc1cc(C)n(CC(=O)Nc2ccccc2)n1
23. O=C(Nc1ccc(S(=O)(=O)NCC2CCCO2)cc1)c1cccc(F)c1 (configuration not stated)
24. CCSc1nnc2c3cc(CC)ccc3n(C)c2n1
Compound	17	18	19	20	21	22	23	24
CAL PDZ FP-1	5	-1	.	-1	-1	-1	-4	-1
DAGLB inh	-3	-1	-1	-2	2	-1	-1	-3
RTF Ca sens inh	1	7	-6	-10	-1	-3	3	-3
Keap1-Nrf2 PPI	0	0	-5	1	0	-6	1	1
Arrestin-AP2 inh	-3	-4	-1	-37	3	-6	25	7
CAL PDZ FP-2	-1.5	-0.7	1.2	-0.7	-3.6	-3.1	-1.6	-1.6
LANA DNA inh	-0.5	-3.6	0.2	2.1	0.5	-1.4	-0.4	-0.9
NSD2 HMT inh	0	-1	10	.	.	-1	5	.
Pemphigus Ab inh	104	100	115	107	101	.	91	96
V-ATPase pH	6	-1	-3	-1	7	11*	-2	3

25. C[n+]1c(-c2ccccc2)cc2c(=Cc3ccc([N+](=O)[O-])cc3)c3ccccc3n21
26. COC(=O)c1ccc(/C=N\N2CCN(Cc3ccc(C)cc3)CC2)cc1
27. C[C@@]12CC(=O)NC1N(C(=O)c1cccc(C(F)(F)F)c1)C(c1ccccc1O)C2 (some centres not stated)
28. CCCc1cc(C(=O)Nc2sc3c(c2C#N)CCC3)no1
29. CCOc1cc2[nH]c(=S)n(C(C)C)c(=O)c2cc1OCC
30. Cc1ccccc1NC(=O)c1ccc(C)c(S(=O)(=O)Nc2ccccn2)c1
31. COCCn1c(SCC(=O)c2ccccc2)nc2c(c1=O)SC(C)C2 (configuration not stated)
32. COC(=O)C(C(=O)Nc1ncccn1)C1CCCCCC1 (configuration not stated)
Compound	25	26	27	28	29	30	31	32
CAL PDZ FP-1	-1	.	-2	2	-3	.	-6	-3
DAGLB inh	5	-5	6	-2	-3	-1	-1	0
RTF Ca sens inh	-3	-6	-13	7	-1	-3	-7	-1
Keap1-Nrf2 PPI	-3	4	5	-7	-7	3	-1	4
Arrestin-AP2 inh	-4	6	6	1	3	0	3	-6
CAL PDZ FP-2	5.4	-1.0	-0.8	0.7	0.3	-0.8	-2.7	-1.2
LANA DNA inh	-1.2	-0.8	-0.2	-0.2	2.6	0.1	1.7	-0.2
NSD2 HMT inh	-1	1	-12	.	-1	2	0	-4
Pemphigus Ab inh	.	19	107	97	100	90	83	103
V-ATPase pH	0	-7	-1	1	1	-5	-2	4

33. COc1cc(CN2CCC(Cc3ccccc3)CC2)c([N+](=O)[O-])cc1OC
34. O=C(Nc1ccccc1C(=O)N1CCOCC1)c1ccco1
35. CC(=O)c1c(N2CCN(c3ccccn3)CC2)nc(=S)n(-c2ccccc2)c1C
36. COCCCNC(=O)c1c[nH]c2ccc(S(=O)(=O)N3CCC4(CC3)OCCO4)cc2c1=O
37. CCS(=O)(=O)c1ncc(Cl)c(C(=O)Nc2ccc(S(=O)(=O)N3CCC(C)CC3)cc2)n1
38. CCOc1ccccc1NC(=O)c1ccc2c(=O)n3c(nc2c1)CCCCC3
39. CC1CCCC(C)N1NC(=O)Cc1ccccc1 (configuration not stated)
40. CC(=O)N1CCN(c2nc3ccc([N+](=O)[O-])cc3s2)CC1
Compound	33	34	35	36	37	38	39	40
CAL PDZ FP-1	-5	.	1	-1	-4	-3	.	-6
DAGLB inh	-3	-2	3	2	4	-2	-2	2
RTF Ca sens inh	-2	-8	-13	2	-10	-1	8	0
Keap1-Nrf2 PPI	-3	2	1	-2	-10	-3	-1	4
Arrestin-AP2 inh	12	1	.	26	1	-7	13	41
CAL PDZ FP-2	-0.2	0.4	-1.9	1.3	-1.3	-1.6	0.0	-1.9
LANA DNA inh	1.6	-0.5	-1.7	-1.1	2.1	-0.9	-1.0	-0.7
NSD2 HMT inh	5	0	3	26	13	0	-1	-4
Pemphigus Ab inh	121	105	112	109	139	.	.	102
V-ATPase pH	5	-6	5	2	-2	6	5	-3

Ordered by value in DAGLB inh (descending): some entries from above
# | mol | DAGLB inh
37 | CCS(=O)(=O)c1ncc(Cl)c(C(=O)Nc2ccc(S(=O)(=O)N3CCC(C)CC3)cc2)n1 | 4
35 | CC(=O)c1c(N2CCN(c3ccccn3)CC2)nc(=S)n(-c2ccccc2)c1C | 3
36 | COCCCNC(=O)c1c[nH]c2ccc(S(=O)(=O)N3CCC4(CC3)OCCO4)cc2c1=O | 2
34 | O=C(Nc1ccccc1C(=O)N1CCOCC1)c1ccco1 | -2

Continued.
41. Cc1cc(NC(=O)CCCC(=O)O)nc(C)n1
42. CCCNC(=O)c1cc(OC)c(OC)cc1[N+](=O)[O-]
43. COc1cc(NS(=O)(=O)c2ccc(N/C=C(\C#N)c3nc4ccccc4o3)cc2)nc(OC)n1
44. NC(=O)NNc1cccc(Cl)n1
45. O=S(=O)(c1cccs1)N1CN(Cc2ccc(F)cc2)c2nc3ccccc3nc21
46. O=C1[C@H]2[C@@H](C(=O)N1c1cc(Cl)cc(Cl)c1)[C@]1(C(=O)Nc3ccccc31)N1CCC[C@@H]21
47. COc1ccc(OC)c(S(=O)(=O)N2CCC(C(=O)N3CCCC3)CC2)c1
48. COc1ccc(Oc2c(C(F)(F)F)oc3cc(OCC(=O)O)ccc3c2=O)cc1
Compound	41	42	43	44	45	46	47	48
CAL PDZ FP-1	-1	.	-7	-2	-4	-2	.	-7
DAGLB inh	3	2	5	1	-4	0	0	1
RTF Ca sens inh	-3	-5	-5	-8	-6	-1	8	-3
Keap1-Nrf2 PPI	-3	0	1	-1	-7	-9	-7	-1
Arrestin-AP2 inh	-1	11	11	6	-6	-8	-3	-13
CAL PDZ FP-2	-2.9	-1.5	-3.4	-2.5	0.3	-0.9	-4.7	-1.9
LANA DNA inh	1.8	-3.7	-0.9	-0.5	0.1	-0.9	0.0	0.3
NSD2 HMT inh	-8	10	-2	-2	10	-2	-7	-4
Pemphigus Ab inh	110	100	108	83	113	99	.	99
V-ATPase pH	-5	.	-4	-3	6	-7	4	-2

49. CCC(C)N1CCNCC1 (configuration not stated)
50. O=C(Nc1ccc(Nc2ccncc2)cc1)c1ccc(Nc2ccnc3ccc([N+](=O)[O-])cc23)cc1
51. COCCOC(=O)C1=C(C)N=c2s/c(=C\c3cccs3)c(=O)n2C1c1cccs1 (configuration not stated)
52. CCOC(=O)C1=C(C)NC(C)=C(C(=O)OCC)C1C(=O)OCC(=O)NC1CCCCC1
53. O=C(NCc1ccco1)Nc1ccc2snnc2c1
Compound	49	50	51	52	53
CAL PDZ FP-1	7	-18	-1	-5	-2
DAGLB inh	-3	5	-2	0	5
RTF Ca sens inh	2	10	-4	-2	8
Keap1-Nrf2 PPI	-1	-4	0	-2	-8
Arrestin-AP2 inh	0	9	3	-6	2
CAL PDZ FP-2	0.6	.	-2.4	-0.3	-2.1
LANA DNA inh	-0.6	1.6	2.3	-0.6	0.2
NSD2 HMT inh	43	0	-2	-1	1
Pemphigus Ab inh	99	60*	111	94	83
V-ATPase pH	1	-3	0	-2	-74

Screening results from PubChem.
